# Source: PubChem
# ROMK mod = ROMK potassium channel modulators, primary screen, cell-based, thallium flux, MLSMR library; Tet-inducible ROMK, thallium flux fluorescence; actives lie on both sides; B-score at 10 µM; hit rate 2% among 130,000;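 active = signal ratio slope over the read window, or its plate-corrected B-score, at least 3 SD from the plate mean, either direction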;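 note: B-score of the F/F0 ratio slope over 7 to 12 s after thallium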
# DTT redox prof = compounds producing H2O2 with reducing agent – biochemical, NIH compound library profiling, artefact control for MLSCN library redox annotation, primary screen; DTT-dependent redox cycling H2O2, phenol red/HRP absorbance; 100% = 100 µM peroxide control, 0% = buffer; activation, % at 10 µM; hit rate 0.03% among 200,000; AID 878, 2007;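 active = activation of at least 50% relative to the plate's high and low controls in the primary single-dose screen; inactive = activation below 50%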;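 note: compound incubated with DTT at 0.8 mM final as the reducing agent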
# Lmaj promast = Leishmania major promastigote growth inhibition, primary screen. Leishmania major promastigotes, resazurin fluorescence viability. inhibition, % at 10 µM. hit rate 9% among 200,000; in the data active = inhibition above about 50%;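 note: promastigotes grown with compound for 44 hours at 28 °C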
# bIAP inhibitor = bovine intestinal alkaline phosphatase inhibitors, primary screen, selectivity assay for TNAP inhibitor project, biochemical, bovine IAP, CDP-star luminescence; alkaline phosphatase, intestinal [Bos taurus]; purified bovine IAP, 30 min; inhibition, % at 20 µM; 190,000 tested, under 10 active; AID 1019, 2008;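 active = over 50% inhibition of intestinal alkaline phosphatase at 20 µM in the single-dose screen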
#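 test system = bovine IAP enzyme | medium = DEA buffer 100 mM, pH 9.8, with MgCl2 1.0 mM, ZnCl2 0.02 mM | detection = luminescence | dosing = single compound dose of 20 µM, 2% DMSO final | incubation = 30 min reaction at room temperature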
# Efa HMGR inh = inhibitors of E. faecalis class II HMGR, primary screen, biochemical, Enterococcus faecalis | AID 1066, 2008 | HMG-CoA reductase (Enterococcus faecalis, mvaE) | purified E. faecalis HMGR, NADPH absorbance 340 nm kinetic | hit rate 0.41% among 190,000 | inhibition, % at 10 µM;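 active = inhibition above a set limit, the median over all tested compounds plus 3 SD, cut at about 9.5% in these data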;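 note: enzyme runs in reverse so mevalonate oxidation gives rising NADPH absorbance; 0% = complete reaction with DMSO and 100% = background rate lacking mevalonate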
# PPARg SRC-1 ag = PPARgamma agonists recruiting SRC-1 coactivator, primary screen, biochemical; hit rate 0.41% among 200,000; PPARgamma-SRC-1 coactivator recruitment biochemical assay; activation, % at 8 µM; in the data active = activation above about 19%;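 note: 0% = DMSO and 100% = reference agonist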
# Target sequence (P37231 whole entry, looked up): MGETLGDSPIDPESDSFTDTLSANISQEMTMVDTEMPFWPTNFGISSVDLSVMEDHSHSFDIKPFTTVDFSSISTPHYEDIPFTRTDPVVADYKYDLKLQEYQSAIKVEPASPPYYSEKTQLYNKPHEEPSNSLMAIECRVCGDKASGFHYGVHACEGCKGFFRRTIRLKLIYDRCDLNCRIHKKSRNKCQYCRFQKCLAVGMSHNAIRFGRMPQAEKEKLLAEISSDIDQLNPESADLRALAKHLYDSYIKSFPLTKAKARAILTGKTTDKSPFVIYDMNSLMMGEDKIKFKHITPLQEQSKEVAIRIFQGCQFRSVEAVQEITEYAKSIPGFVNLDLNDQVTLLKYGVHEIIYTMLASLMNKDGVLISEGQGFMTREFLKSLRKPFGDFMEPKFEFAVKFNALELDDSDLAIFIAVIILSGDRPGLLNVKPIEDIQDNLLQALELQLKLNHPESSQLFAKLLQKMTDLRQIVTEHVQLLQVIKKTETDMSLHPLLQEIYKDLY
# S1P3 antag = S1P3 receptor antagonists, primary screen, cell-based. Sphingosine 1-phosphate receptor 3 (Homo sapiens), Q99500. CHO S1P3 NFAT-BLA reporter, FRET fluorescence, antagonist mode. inhibition, % at 4.98 µM. hit rate 0.27% among 170,000. AID 485, 2006;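 active = inhibition above the plate cutoff, the mean inhibition of test wells on that plate plus 3 SD, cut at about 28% in these data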;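 note: cells challenged with S1P at its EC80 of 0.8 µM; blue over green emission ratio from cleaved BLA substrate after 4 h stimulation; 0% = S1P-stimulated wells and 100% = unstimulated DMSO-only wells; some compounds past the cut are filed as inactive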
# Target sequence (Q99500 whole entry, looked up): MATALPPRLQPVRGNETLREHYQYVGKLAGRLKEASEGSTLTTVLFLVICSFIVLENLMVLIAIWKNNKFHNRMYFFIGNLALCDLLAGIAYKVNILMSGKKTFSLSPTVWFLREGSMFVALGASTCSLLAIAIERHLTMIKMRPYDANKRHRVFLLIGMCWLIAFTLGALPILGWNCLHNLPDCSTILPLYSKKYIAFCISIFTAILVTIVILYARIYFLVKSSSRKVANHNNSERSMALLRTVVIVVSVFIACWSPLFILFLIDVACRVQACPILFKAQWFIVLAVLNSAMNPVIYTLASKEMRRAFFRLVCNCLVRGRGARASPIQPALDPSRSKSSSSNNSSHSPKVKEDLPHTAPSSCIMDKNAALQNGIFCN
# PPARg SRC-2 ag = agonists of PPARg-SRC-2 recruitment, primary screen, biochemical, HTS; hit rate 0.34% among 200,000; AID 1032, 2008; Peroxisome proliferator-activated receptor gamma (Homo sapiens), P37231; activation, % at 8 µM; PPARgamma LBD-SRC-2 recruitment; in the data active = activation above about 22%;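 note: 0% = vehicle and 100% = reference agonist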
# TR-FRET SRC-2 ct = TR-FRET signal artefacts, primary screen, artefact control for PPARgamma SRC-2 agonist project, biochemical; hit rate 0.4% among 200,000; TR-FRET artefact counter-screen; stronger effect = higher value; TR-FRET ratio at 8 µM; in the data active = TR-FRET ratio above about 2000; note: inactives centre near 1500
# RAM inhibit = inhibitors of the yeast RAM network, primary screen, dse1pr::URA3 reporter, 5-FOA selection. S. cerevisiae dse1pr::URA3 reporter, 5-FOA growth OD615, 2 d; analog-sensitive cbk1-as2 kinase mutant strain. inhibition, % at 50 µM. hit rate 1.8% among 190,000. AID 868, 2007;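 active = inhibition above a set limit, 3 SD over mean compound inhibition, cut at about 8.4% in these data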;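 note: 0% = DMSO-only wells with no growth and 100% = 10 µM 1-NA-PP1 full growth; inhibition rescues growth on 5-FOA so higher OD means more RAM inhibition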
# PPARg SRC3 recr = PPARgamma agonists recruiting SRC-3 coactivator, primary screen, biochemical; biochemical PPARgamma/SRC-3 coactivator recruitment assay; activation, % at 8 µM; hit rate 0.26% among 200,000; AID 731, 2007; in the data active = activation above about 23%;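 note: 0% = DMSO and 100% = reference agonist; some compounds past the cut are filed as inactive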
# * = called active by the depositor; / = no result given.
SMILES,ROMK mod,DTT redox prof,Lmaj promast,bIAP inhibitor,Efa HMGR inh,PPARg SRC-1 ag,S1P3 antag,PPARg SRC-2 ag,TR-FRET SRC-2 ct,RAM inhibit,PPARg SRC3 recr
CC1CC(Nc2ccccc2)c2ccccc2N1C(=O)c1cccnc1 (stereo not drawn),-0.523,0.5,2.4,6.9,2.4,2.6,/,4.6,1718,3.0,9.6
CCCCN(Cc1cc2cc(OC)ccc2[nH]c1=O)C(=O)c1ccco1,0.473,0.7,7.3,-1.9,-1.5,1.9,/,0.2,1568,0.6,-2.9
CC(=O)NCCn1c(SCC(=O)NCCC(C)C)nc2ccccc2c1=O,/,0.1,-1.5,-0.2,-5.5,5.5,/,9.5,1513,0.7,6.9
Cc1cccc(C)c1N1CCN(S(=O)(=O)N2CCOCC2)CC1,/,0.1,-4.1,8.4,-1.4,-2.9,/,-6.4,1416,1.0,7.5
COc1ccc(Sc2nc(-c3ccccn3)ncc2OC)cc1,-0.0828,-2.1,100.5*,-5.1,-2.6,0.9,9.3,10.7,1564,-0.5,8.8
Cc1ccc(C(=O)ON=C2CCN(S(=O)(=O)c3ccccc3)CC2)cc1,/,1.2,-0.5,2.3,2.2,-8.5,/,-3.6,1358,-0.7,-4.3
CCCN(CCC)CCCNC(=O)c1ccc2c(c1)N(CC)C(=O)c1ccccc1S2=O (stereo not drawn),/,1.9,22.7,1.7,-5.8,5.1,13.9,2.0,1790,-0.2,-4.2
CCCCNC(=O)CN(CCc1ccccc1)S(C)(=O)=O,-1.13,0.0,0.1,-6.4,1.6,-2.0,/,-9.6,1282,0.8,-5.5
COC(=O)C(NC(C)=O)(Nc1sc2c(c1C(N)=O)CCCC2)C(F)(F)F (stereo not drawn),0.891,-0.2,-5.7,2.9,-8.9,5.8,/,4.6,1580,2.3,-3.4
CCC(C)[C@@H](C(=O)Nc1ccc2c(c1)OCO2)N1Cc2ccccc2C1=O (stereo partly drawn),/,-0.9,60.8*,9.4,4.8,0.3,-3.6,-2.9,1486,0.6,9.4
O=S(=O)(Nc1ccc(N2CCOCC2)cc1)c1ccc(Cl)s1,0.00758,-0.2,-3.2,8.2,-0.1,3.8,/,2.9,1393,1.5,4.4
COC(=O)c1ccc2c(=O)n(C3CCCCC3)c(SCC#N)nc2c1,/,-0.2,25.4,-0.3,-1.1,-3.7,16.4,-2.5,1452,0.4,-3.9
CN(C)S(=O)(=O)c1ccc(C(=O)NCC(=O)N/N=C/c2ccccc2)cc1,0.168,0.2,43.8,-10.0,0.3,0.1,2.0,11.6,1736,0.9,2.0
CCn1c(Cn2nnc(-c3ccccc3)n2)nnc1SCC(=O)Nc1cccc(C)c1C,-0.898,-0.1,5.4,-4.2,0.4,6.4,4.4,3.8,1535,2.6,-1.4
Cc1ccc(C(=O)OCC(=O)N2CC(=O)Nc3ccccc32)s1,0.402,-3.0,-4.8,8.3,1.4,2.5,-12.5,-2.4,1500,2.1,-0.1
Fc1ccc(CSc2nc3ccccc3[nH]2)cc1,-0.689,0.1,14.5,22.9,0.5,-1.4,/,10.2,1474,1.2,-10.2
COc1ccc(-c2c(C#N)c(SCC(=O)c3cc4ccccc4oc3=O)nc(C)c2C(=O)Nc2ccccc2)cc1,/,0.9,-6.3,-37.9,-2.5,5.1,-9.9,5.5,1612,8.3,6.0
O=C(COC(=O)[C@H](Cc1c[nH]c2ccccc12)NC(=O)c1cccs1)NCc1ccccc1,-0.00342,-0.1,-1.0,6.5,-2.0,-4.2,-11.4,8.0,1367,3.4,6.6
Cc1ccc(Cl)cc1NC(=S)N(CCCN1CCOCC1)Cc1ccccn1,-0.555,-0.3,-1.6,1.3,-4.5,3.1,-10.6,12.0,1653,1.6,4.6
Cc1ccc(NC(=O)CSc2nnc(CNC(=O)c3c(F)cccc3Cl)o2)cc1,/,2.1,-13.3,3.7,0.3,-5.9,/,-6.7,1380,1.6,-15.9
CCOC(=O)N1CCC(NC(=O)C2CCN(S(=O)(=O)c3ccc4c(c3)oc(=O)n4C)CC2)CC1,/,-0.8,0.1,-0.2,0.3,-3.2,-11.0,-0.1,1430,0.9,-0.3
Cc1ccc(NC(=O)COC(=O)CCc2ccc(S(=O)(=O)N3CCOCC3)cc2)cc1F,-0.13,-1.3,-7.9,11.8,0.4,6.1,-2.6,2.8,1557,1.2,1.5
Cc1cc(C)c2cc(CN(Cc3cccs3)Cc3nnnn3CC3CCCO3)c(=O)[nH]c2c1 (stereo not drawn),/,0.9,48.9,1.0,-0.7,23.5*,12.0,10.4,1531,0.2,2.3
O=C(c1ccccc1)c1ccc(Oc2ncccn2)cc1,/,-0.5,-5.0,6.2,-2.1,2.2,-20.6,-0.8,1496,0.1,-11.7
Cc1ccc(N2C(=O)CN(Cc3sccc3C)C2=S)cc1C,0.039,-0.2,9.6,46.9,0.5,2.0,-5.4,3.2,1569,0.8,0.1

# Another view of part of the listing above:
SMILES	ROMK mod	DTT redox prof	Lmaj promast	bIAP inhibitor	Efa HMGR inh	PPARg SRC-1 ag	S1P3 antag	PPARg SRC-2 ag	TR-FRET SRC-2 ct	RAM inhibit	PPARg SRC3 recr
Cc1ccc(C(=O)OCC(=O)N2CC(=O)Nc3ccccc32)s1	0.402	-3.0	-4.8	8.3	1.4	2.5	-12.5	-2.4	1500	2.1	-0.1
Fc1ccc(CSc2nc3ccccc3[nH]2)cc1	-0.689	0.1	14.5	22.9	0.5	-1.4	/	10.2	1474	1.2	-10.2
COc1ccc(-c2c(C#N)c(SCC(=O)c3cc4ccccc4oc3=O)nc(C)c2C(=O)Nc2ccccc2)cc1	/	0.9	-6.3	-37.9	-2.5	5.1	-9.9	5.5	1612	8.3	6.0
O=C(COC(=O)[C@H](Cc1c[nH]c2ccccc12)NC(=O)c1cccs1)NCc1ccccc1	-0.00342	-0.1	-1.0	6.5	-2.0	-4.2	-11.4	8.0	1367	3.4	6.6

# Remaining list, next part.
SMILES,ROMK mod,DTT redox prof,Lmaj promast,bIAP inhibitor,Efa HMGR inh,PPARg SRC-1 ag,S1P3 antag,PPARg SRC-2 ag,TR-FRET SRC-2 ct,RAM inhibit,PPARg SRC3 recr
CCOC(=O)C(Cc1c(F)cccc1F)(NC(C)=O)C(=O)OCC,/,0.7,0.6,8.9,-1.9,18.0,-10.0,7.8,1599,-0.3,2.5
Cc1cc(C(=O)COC(=O)c2ccc(Br)o2)c(C)n1C,-0.463,1.1,-4.9,11.4,-1.8,-1.6,-11.8,6.7,1479,0.0,1.3
CSc1nsc(SCC(=O)Nc2c(C)n(C)n(-c3ccccc3)c2=O)n1,/,-1.1,-4.5,14.8,-4.7,5.6,-35.1,5.2,1586,1.5,12.7
CC1CCCC(n2cnc3cc(C(=O)O)ccc32)C1C (stereo not drawn),0.0354,-0.2,-5.0,7.8,-0.9,0.3,-13.1,-3.4,1660,1.2,-1.4
CCOc1ccc(NC(=O)C2CCN(S(=O)(=O)c3c(C)n[nH]c3C)CC2)cc1,/,-0.9,-2.8,-39.5,8.1,8.8,-3.4,8.9,1581,6.4,0.6
Cc1cccc(N2CCN(C3=NC(=O)C(Cc4ccccc4)S3)CC2)c1 (stereo not drawn),/,0.1,-0.3,/,-5.3,3.1,-3.4,7.2,1653,-0.4,5.5
CC(C)CC(C(=O)Oc1ccc2c3c(c(=O)oc2c1)CCC3)N1C(=O)c2ccccc2C1=O (stereo not drawn),/,-0.8,2.4,7.1,-4.2,1.5,/,11.0,1490,2.7,19.4
Cc1ccccc1CCNC(=O)C1CCN(S(=O)(=O)c2ccc(-n3cnnn3)cc2)CC1,-0.0498,-0.3,-0.6,-0.3,-2.4,8.1,-26.9,6.1,1555,3.1,-4.5
Cc1cc2cc3c(cc2nc1SCc1ccccn1)OCCO3,/,-0.1,17.8,4.3,-5.6,0.5,-5.2,-1.7,1417,2.2,0.5
Cc1ccc(CCSc2ccc(C(C)C)cc2)cn1,/,0.3,-2.3,-8.2,-0.4,-4.2,-0.7,-2.9,1368,1.0,3.4
Cc1ccc(NC(=O)CCn2cccc2)cc1,1.27,0.2,-1.1,11.6,-3.1,5.6,/,-2.0,1342,-0.1,0.6
CC(C)Cn1c(N)c(C(=O)COC(=O)CC23CC4CC(CC(C4)C2)C3)c(=O)n(C)c1=O,-1.51,0.3,98.2*,-5.8,1.1,0.5,/,2.2,1556,3.3,1.2
CCCn1nc2cc(C(=O)NCCc3ccc(C)cc3)ccc2c1OCC,0.471,-4.9,-0.5,0.5,-0.9,0.1,/,0.2,1390,-0.8,-4.5
CCN(CC)C(=O)Cn1cc(C(=O)C(=O)N2CC=C(c3ccccc3)CC2)c2ccccc21,/,-0.5,-2.0,-7.9,-0.4,-2.2,3.9,-2.6,1561,1.7,3.0
Cc1nc(N(C)Cc2ccccc2)c2nnn(Cc3ccccc3)c2n1,-0.33,0.1,3.3,0.3,0.9,-1.7,/,3.4,1525,6.3,4.0
Cc1cc2nc(/N=C(\N)NC(=O)N3c4ccccc4Sc4ccccc43)nc(C)c2cc1C,-0.012,-0.2,41.2,15.6,-3.7,-4.6,-2.0,-2.2,1725,6.9,-3.3
COc1ccc(-c2nc3cc(NC(=S)NC(=O)Cc4ccccc4)ccc3o2)cc1,-0.0285,-0.2,36.6,25.4,-5.1,0.8,1.1,-2.8,1674,3.8,-4.2
CC1SC(=NC(=O)c2ccco2)NC1=O (stereo not drawn),0.000268,2.0,-11.3,4.6,0.0,6.2,19.4,3.1,1558,0.1,-11.5
CC1CN(C(=S)NC(=O)c2ccc([N+](=O)[O-])cc2)CC(C)O1 (stereo not drawn),-0.412,1.3,-4.4,-1.7,-1.7,1.7,/,8.9,1775,0.1,0.0
CCN(C(=O)CSc1nnc(-c2ccncc2)n1C)C1CCS(=O)(=O)C1 (stereo not drawn),1,0.1,-4.6,5.1,-4.9,0.6,/,7.2,1399,1.4,3.7
CCCCOc1ccc(CONS(=O)(=O)c2ccc(NC(C)=O)cc2)cc1Cl,/,-0.4,13.6,2.4,-6.1,0.4,-4.5,0.8,1681,4.2,3.4
O=C(Nc1ccc(S(=O)(=O)N2CCCC2)cc1)c1cccnc1,-0.0723,2.3,-2.9,14.7,-1.3,-5.5,/,-2.6,1673,2.2,3.2
O=c1[nH]cc(NCCc2ccccc2)c(=O)[nH]1,-0.909,-0.7,-3.5,-6.3,-0.1,2.6,-8.8,8.9,1779,1.1,1.4
O=C(O)CC(Cc1ccc(Cl)cc1)C(=O)Nc1ccc([N+](=O)[O-])cc1 (stereo not drawn),0.684,2.1,13.9,-19.3,-1.6,-4.3,-8.3,-8.5,1564,0.9,5.2
